# proCasp3 act – activators of human procaspase-3 | activation, % at 8.5 µM | AID 463141 | recombinant procaspase-3 D3A, Ac-DEVD-pNA absorbance 405 nm | P42574 | hit rate 0.11% among 330,000;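 active = activation above the mean of all tested compounds plus 3 SD, cut at about 21% in these data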;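 also: 0% = DMSO alone and 100% = DMSO wells spiked with extra 5 µM PC-3 D3A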
#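 Assay system – Procaspase-3 D3A mutant, all three cleavage aspartates alanine · Controls – DMSO-only low control, 5 µM PC-3 D3A high control · Schedule – 1 h compound preincubation, 2 h substrate hydrolysis at 25 °C · Signal – 405 nm absorbance of p-nitroaniline, reads at 0 and 120 min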
# CTSL1 counter – cathepsin L1 inhibition, PFM18AAP counter-screen; recombinant F. hepatica cathepsin L1, Z-Leu-Arg-MCA fluorescence; inhibition, % at 5.96 µM; hit rate 0.49% among 300,000;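 active = inhibition above the mean of all tested compounds plus 3 SD, set per screening campaign, cut at about 17% in these data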;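 also: 0% = plate median of test compound wells and 100% = 1 µM Z-Phe-Ala-diazomethylketone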
# core dimer inh – HCV core protein dimerization inhibition; inhibition, % at 5 µM; AID 1899; TR-FRET GST/Flag-core106 dimerization, 1536-well; hit rate 0.33% among 300,000;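 active = inhibition above the mean of all tested compounds plus 3 SD, set per screening campaign, cut at about 45% in these data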
#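 assay system = GST-tagged and Flag-tagged HCV core protein residues 1-106 | controls = unlabelled core106 and no-GST-core106 wells | incubation = compound-protein-antibody incubation 4 h at 22.5 °C | probe or stimulus = Eu donor and XL665 acceptor anti-tag antibodies | read-out = % inhibition based on acceptor/donor emission ratio | signal = TR-FRET 671 and 617 nm emission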
# PP5 primary – PP5 (human) phosphatase inhibition. P53041. purified PP5c, OMFP substrate fluorescence. inhibition, % at 6.7 µM. hit rate 0.18% among 320,000. AID 1987;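 active = inhibition above the campaign's mean inhibition across all tested compounds plus 3 SD, cut at about 9.5% in these data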;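 also: 0% = DMSO only and 100% = 100 µM cantharidin control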
# Target sequence (P53041 whole entry, looked up): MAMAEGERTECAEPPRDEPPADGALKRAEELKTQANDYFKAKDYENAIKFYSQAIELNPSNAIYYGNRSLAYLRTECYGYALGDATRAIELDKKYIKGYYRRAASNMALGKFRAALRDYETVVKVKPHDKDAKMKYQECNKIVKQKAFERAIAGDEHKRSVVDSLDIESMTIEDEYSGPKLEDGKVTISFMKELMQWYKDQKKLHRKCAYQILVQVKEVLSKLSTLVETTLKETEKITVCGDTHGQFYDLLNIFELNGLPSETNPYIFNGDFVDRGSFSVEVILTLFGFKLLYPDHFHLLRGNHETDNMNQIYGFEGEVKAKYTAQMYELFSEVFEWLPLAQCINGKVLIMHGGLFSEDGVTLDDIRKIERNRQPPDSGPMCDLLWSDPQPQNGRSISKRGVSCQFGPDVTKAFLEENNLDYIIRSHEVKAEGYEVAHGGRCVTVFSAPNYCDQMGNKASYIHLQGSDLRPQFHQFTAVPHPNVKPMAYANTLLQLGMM
# AHR act – activators of human aryl hydrocarbon receptor; P35869; AHR-responsive luciferase reporter cells, luminescence; activation, % at 5 µM; hit rate 2.5% among 320,000; AID 2796; in the data active = activation above about 47%;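 also: 0% = vehicle wells and 100% = reference agonist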
# TPT1 inh – blocks Candida albicans tRNA 2'-phosphotransferase | hit rate 0.81% among 300,000 | recombinant caTPT1, FP RNA substrate dephosphorylation | inhibition, % at 5 µM | AID 1962;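 active = inhibition above the mean of all tested compounds plus 3 SD, set per screening campaign, cut at about 24% in these data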;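 also: plate controls were DMSO alone for no effect and ferristatin control at 100 nM for full effect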
# proCasp7 act – counter-screen for procaspase-3 activators: activators of human procaspase-7. recombinant procaspase-7, Ac-DEVD-pNA absorbance 405 nm; D23A/D198A/D206A triple mutant, cannot self-cleave; scale: DMSO 0, 5 µM enzyme 100. activation, % at 8.5 µM. AID 463210. hit rate 0.093% among 330,000;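 active = percent activation above the screen-wide mean plus 3 SD, cut at about 25% in these data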
#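 Replicates: singlicate. Assay system: Procaspase-7 triple mutant (PC-7 D3A). Signal: 405 nm absorbance of p-nitroaniline. Times: 1 h preincubation, 2 h reaction. Buffer or medium: Zinc-free HEPES pH 7.4 with 300 mM NaCl, 0.01% Triton X-100. Also added: DEVD-pNA substrate. Benchmarks: DMSO wells as 0%, DMSO with 5 µM added PC-7 as 100%.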
# PP1 inh – blocks human PP1-alpha phosphatase, a PP5 counter-screen; P62136; inhibition, % at 6.7 µM; hit rate 0.9% among 320,000; purified PP1alpha, OMFP fluorescence;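 active = inhibition above the mean inhibition of all tested compounds plus 3 SD, computed separately for each screening campaign, cut at about 15% in these data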
# Target sequence (P62136 whole entry, looked up): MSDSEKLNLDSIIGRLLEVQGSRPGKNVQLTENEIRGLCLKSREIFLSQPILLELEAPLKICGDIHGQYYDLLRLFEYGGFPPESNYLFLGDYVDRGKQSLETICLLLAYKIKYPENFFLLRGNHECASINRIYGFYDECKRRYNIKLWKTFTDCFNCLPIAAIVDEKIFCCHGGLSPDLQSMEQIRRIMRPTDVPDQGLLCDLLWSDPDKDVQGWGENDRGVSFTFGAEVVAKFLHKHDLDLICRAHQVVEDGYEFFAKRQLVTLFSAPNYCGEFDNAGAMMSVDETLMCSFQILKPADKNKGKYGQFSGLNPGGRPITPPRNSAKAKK
# PAFAH2 inh – inhibitors of human PAFAH2; recombinant PAFAH2, FP-rhodamine activity probe, fluorescence polarization; inhibition, % at 3.39 µM; hit rate 0.99% among 340,000; AID 492956;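 active = inhibition above the mean over all tested compounds plus 3 SD, cut at about 30% in these data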;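 also: inhibitors block probe labeling of enzyme so polarization drops; 0% = enzyme with DMSO and 100% = wells lacking PAFAH2 protein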
# An asterisk follows results filed as active; . = not tested or not shown.
# Order of values: proCasp3 act	CTSL1 counter	core dimer inh	PP5 primary	AHR act	TPT1 inh	proCasp7 act	PP1 inh	PAFAH2 inh
Cc1ccc(C)c(-n2nnnc2SCC(=O)NNC(=O)c2ccco2)c1
→ 2.6	0.9	0.2	-1.3	2.1	0.0	0.5	-1.8	3.2
O=C(NC(=S)Nc1ccc2c(c1)OCCO2)c1ccccc1F
→ 0.3	0.7	-0.2	0.7	58.3*	0.1	6.1	-2.0	-0.2
COc1ccc(OC)c(C(=O)CSc2nc3ncccc3[nH]2)c1
→ 4.4	1.8	0.4	-5.3	-1.1	-3.4	-3.2	-5.7	9.5
Cc1ccc(OCC(=O)Nc2ccc3c(c2)C(=O)NC3=O)cc1
→ 1.9	2.3	-8.8	2.2	-1.5	5.0	-10.2	1.7	-6.1
CCOc1[nH]n(-c2ccc(Cl)cc2)c(=O)c1C=Nc1ccc(Cl)cc1
→ 8.0	-4.5	-1.2	1.2	1.6	-6.2	10.6	-4.0	0.8
CC1(C)c2[nH]c3ccccc3c2C[C@@H]2C(=O)N(c3ccc(F)cc3F)C(=O)N21
→ -13.9	-2.9	-1.1	2.5	4.6	-5.5	-18.7	-0.9	0.9
CCOc1ccc(NC(=O)c2cccc3ccccc23)cc1
→ -3.5	-2.1	-3.8	1.8	5.1	-0.6	2.8	-0.7	-2.3
O=C(Nc1ccc(S(=O)(=O)N2CCCC2)cc1)C1CCCCC1
→ -2.0	-4.2	-1.8	1.2	1.0	-3.8	-14.9	-1.5	-4.2
CCOC(=O)Cn1c(=O)c(-c2cc(Br)ccc2N)nc2ccccc21
→ 2.3	-2.8	2.6	-1.1	19.1	3.5	2.1	-2.5	-15.3
CCCCNC(=O)CSc1nc(O)c(Cc2ccc(OC)cc2)c(=O)[nH]1
→ 0.4	1.6	2.1	-3.2	-1.8	2.1	1.9	-3.8	2.0
O=C(COC(=O)c1ccc(F)cc1)NCC1COc2ccccc2O1 (stereo not given)
→ 6.7	.	.	.	-0.1	.	14.4	.	13.8
O=C(NCc1ccc2c(c1)OCO2)c1c(-c2ccsc2)sc2ccccc12
→ 4.6	.	.	.	44.7	.	2.6	.	-2.3
COc1ccc(C(=O)OCC(=O)NC(=O)NC2CCCC2)c(O)c1
→ 3.4	1.5	-0.7	-2.0	-0.5	-2.1	5.7	2.6	2.2
CCOC(=O)c1c(C)[nH]c(C)c1S(=O)(=O)N(C)CC(=O)Nc1cccc(C)c1
→ -0.2	-2.8	-4.0	4.6	20.5	0.6	1.8	-2.8	2.3
CC1CCN(C(=O)Cn2ncc3c4ccccc4n(C)c3c2=O)CC1
→ 3.9	5.7	4.5	0.0	6.3	0.8	9.5	-1.3	-1.6
O=c1[nH]cnc2nc3n(c12)CCCCC3
→ 3.9	5.3	-0.7	0.4	0.4	-3.6	-4.9	2.2	0.8
COc1ccc(NC(=O)CCNC(=O)Cn2ccc3ccccc3c2=O)c(OC)c1
→ -0.1	-4.7	-5.5	0.3	-2.2	0.6	8.6	0.0	10.1
CCCCCCOc1ccc(C(=O)NCCCn2ccnc2)cc1
→ 4.6	1.4	-2.7	-1.0	18.6	-0.2	-4.2	5.1	1.9
C=CCOC(=O)c1c(C)nc2cc3c(cc2c1C)OCO3
→ -13.3	-0.4	-5.4	-0.9	107.9*	3.3	-15.0	-1.8	-7.3
Cc1[nH]c(C)c(S(=O)(=O)NCc2ccc(F)cc2)c1C(=O)N1CCCC1
→ 1.7	-1.7	-7.4	-2.3	-0.8	-1.1	1.6	-1.6	4.6
CSc1cccc(NC(=O)Nc2ccccc2C(N)=O)c1
→ 0.7	-5.5	-5.3	3.5	20.0	-4.5	-6.4	-0.6	3.5
COc1cccc(OCc2cc(C(=O)N(C)Cc3nc4ccccc4[nH]3)no2)c1
→ 8.9	-4.5	-6.7	2.8	22.3	0.6	-2.2	1.6	3.8
CCn1c(O)c(C=NCc2cccs2)c(=O)n(CC)c1=S
→ 2.1	2.8	9.2	0.6	17.0	-3.9	-5.9	-0.7	-3.0
CCCc1[nH]nc2c1C(c1ccoc1)C(C#N)=C(N)O2 (stereo not given)
→ -0.9	-0.6	-3.2	0.6	4.8	-1.7	5.6	1.3	0.8
O=C(NCCC1=CCCCC1)C(=O)NCC(c1ccco1)N1CCN(c2ccccc2F)CC1 (stereo not given)
→ 10.5	3.9	4.0	-0.2	0.9	2.6	13.9	-0.5	1.6
COCCn1c(=NC(=O)CCS(=O)(=O)c2ccccc2)sc2cc(C(=O)OC)ccc21
→ -0.8	-1.2	3.5	1.8	0.4	1.0	14.3	-3.3	-3.9
O=C1/C(=C/c2cccnc2)SC(=S)N1CC1CCCO1 (stereo not given)
→ -7.6	9.1	-1.4	-1.8	2.3	-2.4	-13.4	-0.7	3.8
Cc1cc(NC(=O)CCC(=O)N(C2CC2)C(C(=O)NC(C)(C)C)c2ccccc2Cl)no1 (stereo not given)
→ -1.2	0.4	-4.0	0.1	-0.1	0.3	0.0	-1.5	-4.4
CC(OC(=O)CCCC(=O)Nc1ccccc1)C(=O)c1ccccc1 (stereo not given)
→ 5.6	-36.8	3.0	1.1	-1.3	-2.5	15.5	0.2	3.2
COc1ccc(C(=O)Oc2ccc(N(C)S(=O)(=O)c3ccccc3)cc2)cc1[N+](=O)[O-]
→ 4.3	-4.4	-2.2	3.4	3.1	0.6	3.0	2.1	3.7
COc1cc(OC)cc(C(=O)NCc2ccc3[nH]c(C)cc3c2)c1
→ 3.4	1.0	9.8	1.7	0.4	-7.5	9.9	0.6	3.1
Cc1cccc(CC(=O)N2CCC(N3CCC(C(=O)N4CCOCC4)CC3)CC2)c1
→ 0.0	-0.7	2.5	0.3	-0.5	-1.2	5.0	-4.2	-7.4
COc1ccc2oc(-c3ccccc3)c(C(N)=O)c2c1
→ 14.8	2.9	2.0	-1.2	1.7	2.9	4.8	0.5	0.7
O=C(N/C(C(=O)N1CCOCC1)=C(\Sc1ncccn1)c1ccccc1)c1ccccc1
→ -13.2	-0.9	-10.6	3.0	3.6	-4.6	-18.7	5.5	-3.5
COc1ccc(C2/C(=C(/O)c3ccc(F)cc3)C(=O)C(=O)N2CCCN2CCOCC2)cc1OC (stereo not given)
→ 1.6	0.9	-2.0	4.1	2.9	4.5	-29.1	-2.2	-9.0
CCOC(=O)C1Cc2ccccc2CN1 (stereo not given)
→ -7.5	0.5	-0.7	0.7	2.3	-1.1	-7.2	-5.3	4.2
CCOC(=O)C1=C(CC)OC(N)=C(C#N)C1c1ccc(OC)c(OC)c1OC (stereo not given)
→ 0.6	-7.7	-3.3	-0.2	2.4	-1.6	7.4	-2.4	-8.4
CCOC(=O)C(NS(=O)(=O)c1ccc(Br)cc1)C(C)C (stereo not given)
→ 0.0	-1.3	-0.1	-2.0	-0.8	-1.1	-0.3	-4.2	0.6
COc1ccc2ccc(O)c(CN3CCN(S(=O)(=O)c4cccc(C(F)(F)F)c4)CC3)c2c1
→ -0.8	.	.	3.5	17.6	.	-20.5	1.4	-8.6
O=C(OCc1ccc(F)cc1)c1cc2ccccc2cc1O
→ 5.4	-0.1	0.0	3.5	-1.6	1.6	12.4	1.4	5.5
CN1c2ccccc2C2(C)CCCC3=Cc4cccc([N+](=O)[O-])c4OC312 (stereo not given)
→ -0.7	-0.9	5.7	0.6	0.4	-1.7	-7.4	1.1	3.2
COC/C=C/C1=CC2=CC(=O)C(C)(OC(=O)c3cnc4ccccc4n3)C(=O)C2=CN1C1CCCC1 (stereo not given)
→ 0.0	-2.1	10.2	2.2	-0.8	-5.7	-3.2	3.4	.
CCC1CCCCN1CC(=O)Nc1cc(C)nn1-c1nc(C)cc(C)n1 (stereo not given)
→ -3.4	0.0	0.4	-1.2	-0.5	3.1	7.2	-4.0	1.8
CCOC(=O)Cn1c(CN(Cc2ccccc2)Cc2ccccc2)nc2c1c(=O)n(C)c(=O)n2C
→ 3.1	0.1	18.3	0.3	0.1	-1.7	-2.2	8.0	-13.0
O=C(CCCc1ccccc1)N1CCN(C2CCCCC2)CC1
→ 4.0	0.3	-8.3	-2.5	2.4	-4.4	8.8	-2.2	4.8
Cc1ccc(S(=O)(=O)NC(=NC2CCCCC2)c2ccccc2)cc1
→ -5.4	-1.8	-2.6	2.1	1.8	3.4	-9.1	-1.8	-7.1
C#CCNc1nc(C)nc2c1nnn2Cc1ccccc1F
→ -5.6	-2.9	-1.1	-1.0	-0.4	3.0	0.8	-2.5	5.6
CC1(C)CC(=O)c2cc(OCC(=O)N3CCOCC3)ccc2O1
→ 10.3	-2.7	4.2	1.9	10.5	-0.2	-4.1	0.3	-4.9
Cc1cc(C=O)c(C)n1-c1sc2c(c1C(=O)O)CCCC2
→ -1.8	-3.1	2.2	0.9	-2.1	0.1	-4.1	0.2	9.8
c1ccc(Cn2nnnc2C(c2cccnc2)N2CCN(c3ccccc3)CC2)cc1 (stereo not given)
→ -4.7	5.1	-1.1	0.6	79.0*	-5.3	-5.0	-1.2	0.3
O=S(=O)(NCc1ccccc1)c1ccc(S(=O)(=O)NCC2CCCO2)cc1 (stereo not given)
→ 1.8	-3.2	-1.8	2.2	-1.8	-8.3	4.3	-4.5	-0.3
CCCCCCOc1ccc(C(CC(N)=O)C(=O)O)cc1 (stereo not given)
→ 12.4	-0.9	-0.1	4.1	1.1	3.2	5.8	-4.7	-4.9
COc1ccc(C(=O)c2ccccc2Cl)cc1OC
→ -4.6	0.4	-0.6	1.9	0.1	0.9	1.7	-3.7	3.8
CCOc1ccc(-c2nnn(CC(=O)Nc3cc(OC)ccc3OC)n2)cc1OCC
→ 2.3	7.3	-1.1	0.8	0.7	0.2	-5.5	0.5	8.2
Nn1c(COc2cccc(Cl)c2)nc2ccccc2c1=O
→ 6.2	-6.9	2.9	1.6	57.9*	-5.1	3.7	-0.4	-2.3
Nc1ccc(C(=O)C(=O)c2ccccc2)cc1
→ -14.3	5.0	0.6	2.6	-2.4	0.7	10.0	-3.9	7.0
Cc1ccc2[nH]c(=O)c(CN(Cc3nnnn3Cc3ccccc3)C3CCCC3)cc2c1
→ -1.5	9.2	12.5	3.4	3.2	-3.7	11.8	-0.2	5.8
Cc1ccc(C2=NS(=O)(=O)N(C)C(C(=O)NCc3ccc(F)cc3)=C2)cc1
→ 11.6	-0.6	15.7	2.6	4.5	-3.0	0.8	-0.7	-3.6
Nc1nc(NCCOCCO)nc(NC2CCCCC2)c1[N+](=O)[O-]
→ 3.6	4.2	-6.3	0.9	0.5	-3.9	5.2	-0.3	-0.9

# Arranged by the number under PP5 primary (lowest first): three of the compounds above.
compound | PP5 primary
C#CCNc1nc(C)nc2c1nnn2Cc1ccccc1F | -1.0
Nn1c(COc2cccc(Cl)c2)nc2ccccc2c1=O | 1.6
Nc1ccc(C(=O)C(=O)c2ccccc2)cc1 | 2.6

# Screening results (PubChem BioAssay)
